# NPR1 activator: GC-A (human) enzyme activation; P16066; actives 0.14% (n = 370,000); HEK293 GC-A cells, cGMP TR-FRET, EC30 ANP; 0% at EC30 ANP, 100% saturating ANP; activation, % at 10 µM; in the data active = activation above about 40%
# ADAM10 inh: ADAM10 inhibition, QFRET primary screen; inhibition, % at 7 µM; actives 0.62% (n = 370,000); AID 720582; recombinant ADAM10, EDANS/DABCYL FRET peptide cleavage, 3 h;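 active = inhibition above a per-campaign cutoff equal to the mean of compounds falling between control-based bounds plus 3 SD, cut at about 20% in these data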;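 note: 0% = DMSO wells while the 100% control is not disclosed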
# hcDAF12 agonist: activators of H. contortus DAF-12 nuclear receptor | HEK293 hcDAF-12 lit1-tk-luc reporter, luminescence; 0% DMSO, 100% Δ7-dafachronic acid | AID 652067 | activation, % at 6.8 µM | actives 1.4% (n = 370,000);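 active = activation above the mean of all tested compounds plus 3 SD, cut at about 5.5% in these data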;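 note: 100% = response to 3 µM Δ7-dafachronic acid high control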
# GAA850 FXN act: increases GAA850 frataxin promoter reporter activity | HEK293 lucGAA850 FXN promoter luciferase reporter, 24 h; percent of 10 µM SAHA response | activation, % at 6 µM | actives 0.56% (n = 360,000);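 active = activation above the average of all compounds screened plus 3 SD, cutoff fixed separately per campaign, cut at about 7.5% in these data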;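 note: 0% = DMSO wells and 100% = 10 µM SAHA wells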
# NPR2 activator: GC-B (human) receptor activation; P20594; HEK293-GC-B cells, CNP EC30, cGMP TR-FRET; 0% at EC30 CNP, 100% saturating CNP; activation, % at 10 µM; actives 0.11% (n = 370,000); AID 1920062;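 active = activation at 10 µM reaching about 35% in either raw or pattern-adjusted values, limit read from the data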
# hgDAF12 agonist: agonists of H. glycines DAF-12 nuclear receptor; HEK293 GAL4-hgDAF12 UAS-luciferase reporter, agonist luminescence; normalized to butyrate control; activation, % at 6.8 µM; actives 1.8% (n = 370,000); AID 687014;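 active = activation above a cutoff set at the mean of all screened compounds plus 3 SD, cut at about 10% in these data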;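 note: 0% = DMSO wells and 100% = sodium butyrate wells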
# SMARCA2 activ: increases SMARCA2 function in MMTV reporter cells. MG213 cells, MMTV-luciferase reporter, dexamethasone, overnight. activation, % at 9.1 µM. actives 1% (n = 370,000). AID 652017; in the data active = activation above about 7.8%;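 note: 0% = vehicle wells and 100% = reference activator wells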
# DAX1 inh-1: blocks DAX1 repression of SF-1 activated StAR promoter. HEK293T StAR-luciferase reporter, SF-1/DAX-1 repression relief. inhibition, % at 6.8 µM. actives 1.1% (n = 370,000). AID 652010;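 active = inhibition above the mean over all tested compounds plus 3 SD, cut at about 3.6% in these data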;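 note: 0% = DAX-1 cells with DMSO and 100% = cells lacking DAX-1 with DMSO; higher inhibition means more luminescence from relief of DAX-1 repression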
# DAX1 inh-2: inhibitors of human orphan nuclear receptor DAX1 (NR0B1); P51843; HEK293 Gal4-DAX1 luciferase reporter, luminescence; actives 0.99% (n = 340,000); AID 504766; inhibition, % at 6.75 µM;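 active = inhibition above the mean over all tested compounds plus 3 SD, cut at about 4.2% in these data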;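 note: 0% = DAX1-transfected cells with DMSO and 100% = empty-vector control cells with DMSO; inhibition shows as a rise in luminescence from relieved DAX1 repression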
# Target sequence (P51843 207-470 limits assumed): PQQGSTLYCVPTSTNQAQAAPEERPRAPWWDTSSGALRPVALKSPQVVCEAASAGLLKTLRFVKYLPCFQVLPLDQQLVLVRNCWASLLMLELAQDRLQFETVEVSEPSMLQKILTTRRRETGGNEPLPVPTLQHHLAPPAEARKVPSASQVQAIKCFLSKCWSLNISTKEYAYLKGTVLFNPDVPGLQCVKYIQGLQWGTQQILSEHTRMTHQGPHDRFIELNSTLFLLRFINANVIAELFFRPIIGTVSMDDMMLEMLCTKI
# ssDAF12 agonist: activators of S. stercoralis DAF-12 nuclear receptor | HEK293 ssDAF-12/GRIP1 lit1-tk-luc reporter, luminescence; % of 3 µM dafachronic acid response | activation, % at 6.8 µM | actives 1% (n = 370,000) | AID 652126;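 active = activation above the mean over all tested compounds plus 3 SD, cut at about 0.9% in these data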;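 note: 0% = DMSO-only wells and 100% = 3 µM delta7-dafachronic acid wells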
# sPLA2-III inh: Blocks human group III sPLA2 activity | Q9NZ20 | QFRET BODIPY PC-A2 liposome hydrolysis, fluorescence | inhibition, % at 12.2 µM | actives 0.56% (n = 370,000) | AID 743126;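 active = inhibition above mean plus 3 SD of compounds lying within the high and low control bounds, cut at about 19% in these data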;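 note: 0% = median of test compound wells and 100% = no enzyme DMSO wells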
# Target sequence (Q9NZ20 whole entry, looked up): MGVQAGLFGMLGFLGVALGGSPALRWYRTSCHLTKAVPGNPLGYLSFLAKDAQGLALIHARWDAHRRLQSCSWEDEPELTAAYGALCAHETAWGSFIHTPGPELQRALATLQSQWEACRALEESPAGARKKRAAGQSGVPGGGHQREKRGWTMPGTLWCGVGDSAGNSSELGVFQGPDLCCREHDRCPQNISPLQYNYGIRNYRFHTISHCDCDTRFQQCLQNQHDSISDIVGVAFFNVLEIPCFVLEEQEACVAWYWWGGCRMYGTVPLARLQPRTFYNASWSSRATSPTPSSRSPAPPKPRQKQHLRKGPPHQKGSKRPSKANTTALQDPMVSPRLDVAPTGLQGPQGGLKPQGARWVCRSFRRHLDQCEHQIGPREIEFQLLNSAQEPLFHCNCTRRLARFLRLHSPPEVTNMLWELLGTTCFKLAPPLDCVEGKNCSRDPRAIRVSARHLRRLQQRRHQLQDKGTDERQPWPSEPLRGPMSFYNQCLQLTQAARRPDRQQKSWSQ
# Starred values were filed as active, the others as inactive; . = not tested or not shown. Outcome played no part in choosing rows, and some 6.6% of all compounds hit somewhere here.
# Start of the data: the first 2 entries, to show the layout:
SMILES	NPR1 activator	ADAM10 inh	hcDAF12 agonist	GAA850 FXN act	NPR2 activator	hgDAF12 agonist	SMARCA2 activ	DAX1 inh-1	DAX1 inh-2	ssDAF12 agonist	sPLA2-III inh
Nn1c(SCC(=O)Nc2ccc3c(c2)OCO3)nncc1=O	-4.4	1.4	0.4	-0.5	-4.6	3.6	-2.0	-0.3	-0.1	-0.9	3.7
CCCCn1c(N)c(N(CC(C)C)C(=O)COC(=O)Cc2cccc(OC)c2)c(=O)[nH]c1=O	2.7	-2.0	-1.7	-0.4	3.9	-2.1	-1.2	0.9	0.2	-1.2	2.4

# Results, repeating the preview:
SMILES	NPR1 activator	ADAM10 inh	hcDAF12 agonist	GAA850 FXN act	NPR2 activator	hgDAF12 agonist	SMARCA2 activ	DAX1 inh-1	DAX1 inh-2	ssDAF12 agonist	sPLA2-III inh
Nn1c(SCC(=O)Nc2ccc3c(c2)OCO3)nncc1=O	-4.4	1.4	0.4	-0.5	-4.6	3.6	-2.0	-0.3	-0.1	-0.9	3.7
CCCCn1c(N)c(N(CC(C)C)C(=O)COC(=O)Cc2cccc(OC)c2)c(=O)[nH]c1=O	2.7	-2.0	-1.7	-0.4	3.9	-2.1	-1.2	0.9	0.2	-1.2	2.4
CCN1CCN(C(=O)CN(c2ccc(F)c(Cl)c2)S(C)(=O)=O)CC1	0.1	4.2	-1.0	1.1	1.5	-0.3	-1.6	-0.5	-0.3	-1.4	0.8
CC(C)(C)C(=O)Nc1ccnn1C1CCN(C(=O)c2cccc(Cl)c2)CC1	-1.1	-5.2	-1.6	-0.1	-6.5	-0.9	1.7	-0.8	1.0	-0.9	-1.7
COc1cccc(OC)c1NC(=O)C1CCCN1C(=O)NCc1ccccc1 (stereo unspecified)	2.7	-1.6	-1.8	-0.5	1.9	-1.6	-3.0	-0.2	-1.3	-1.1	7.4
O=C(/C=C/c1ccc(F)cc1)N1CCCc2ccccc21	-5.2	15.5	1.4	3.8	-0.1	2.1	0.4	0.4	-0.3	-1.0	-1.4
Cc1ccc(S(=O)(=O)N2CCOCC2)cc1NC(=O)CSc1ccc(Cl)cc1	-0.8	-6.4	0.1	1.8	6.6	-1.7	-1.8	-0.8	0.6	-0.8	-12.1
O=C(Nc1c[nH]c(=O)[nH]c1=O)c1ccccc1Br	0.8	-4.8	0.4	1.2	-0.3	-0.7	-4.0	0.0	6.4*	-0.5	5.2
COc1nccnc1NS(=O)(=O)c1ccc(NC(=S)NC(=O)c2ccc(F)cc2)cc1	4.9	0.8	0.5	-0.6	2.0	-3.5	-0.7	0.6	1.9	-1.4	13.9
CCOC(=O)Cn1cnc2c(cnn2-c2ccc(OC)cc2)c1=O	2.0	2.6	-1.1	1.4	-2.2	4.6	4.3	0.2	0.8	-0.4	-2.0
CNC1=CC(=O)CC(c2ccccc2)C1 (stereo unspecified)	0.5	-4.6	-1.3	-0.1	4.5	-0.3	-0.8	-0.8	-0.2	-0.6	-1.4
Cc1cccc(NC(=O)CSCC(=O)Nc2cc(S(=O)(=O)N3CCOCC3)ccc2OC(C)C)c1	-2.0	-6.5	-1.5	3.3	-7.5	-1.5	0.0	-1.9	-0.3	-1.2	-6.9
CCCn1c(C2CCCN2c2nc(-c3cccc(Br)c3)cs2)nc2cc(Cl)c(Cl)cc21 (stereo unspecified)	-10.5	2.3	0.7	0.0	-22.3	1.8	-0.1	0.2	0.2	-1.1	0.5
CN1CCN(c2ccc(Cl)cc2NC(=O)C2COc3ccccc3O2)CC1 (stereo unspecified)	-22.3	2.6	2.7	2.5	-21.5	-2.2	0.6	0.0	0.5	-0.5	-5.7
Cc1ccc(-c2nc(NC(=O)c3ccc(S(=O)(=O)N(CCC#N)CCC#N)cc3)sc2-c2ccccc2)cc1	-4.2	1.7	-0.3	3.1	5.7	-1.9	3.0	-0.5	-0.5	-0.5	3.3
CC1CCC(=C(C#N)C(=O)Nc2cccc(Cl)c2)CC1 (stereo unspecified)	10.0	2.3	-0.6	1.8	13.2	1.1	1.1	0.5	-0.7	-0.7	-24.4
Cc1ccc(-c2nnn(CC(=O)N(c3cccc(F)c3)C(C(=O)NC(C)(C)C)c3ccco3)n2)o1 (stereo unspecified)	-4.3	-3.8	-1.6	2.3	-3.7	0.7	0.8	-0.2	-0.7	-1.5	5.2
C=CCNS(=O)(=O)CC12CCC(CC1=O)C2(C)C (stereo unspecified)	-1.2	3.0	-0.7	0.8	3.8	-1.4	-1.7	-0.3	-0.5	-0.3	5.5
O=C(COC(=O)CSc1ccc(F)cc1)NCCCc1ccccc1	-2.4	0.9	-0.8	2.0	0.2	4.7	-1.3	-0.8	-0.6	1.1*	-3.3
Cc1ccc(S(=O)(=O)NNC(=O)c2cccnc2)cc1	7.2	-5.7	-0.3	0.2	0.5	0.4	0.7	0.7	1.2	-0.1	3.5
O=C(CSc1ccc(-c2ccccn2)nn1)N1CCCc2ccccc21	-2.1	-4.2	-0.2	-0.5	-3.0	0.2	-2.5	0.0	-0.6	-1.8	-0.5
Cc1ccsc1C1Nc2ccc3ncccc3c2C2=C1C(=O)CCC2 (stereo unspecified)	-24.6	-55.0	-2.0	-1.8	-13.4	-2.2	-0.6	0.2	1.2	-1.2	-4.9
C=CCn1c(SCC(=O)Nc2ccc(N3CCOCC3)cc2)nnc1-c1ccncc1	-5.0	1.2	-1.6	0.6	-4.1	1.7	-0.9	-0.4	-0.8	-1.4	-0.6
O=c1[nH]c2cc3c(cc2cc1CN(CC1CCCO1)S(=O)(=O)c1ccccc1)OCCO3 (stereo unspecified)	1.4	-96.7	-2.7	-1.9	1.1	2.0	3.7	0.2	1.4	-0.9	-4.0
CCOC(=O)C1C(=O)NC(N2CCCCC2)=NC1c1ccccc1 (stereo unspecified)	4.1	-7.2	-0.2	-0.7	-1.8	-1.0	-2.4	-0.7	0.7	-1.5	1.2
O=C(NCC(=O)N1CCCC1)c1ccc(Cl)cc1	-0.2	8.8	-0.7	3.4	0.9	-1.2	-2.3	0.5	2.5	-0.5	6.7
Cc1c(NC(=O)CN2C(=O)C(=O)c3ccccc32)c(=O)n(-c2ccccc2)n1C	-0.1	-2.5	1.3	0.5	1.5	-1.4	0.0	-0.3	0.2	-1.1	3.7
Cc1ccc(NCc2nnc(SCC(=O)N3CCCc4ccccc43)o2)c(C)c1	0.5	9.3	-0.8	-2.3	-2.6	2.1	-3.6	0.8	-0.7	-1.1	4.9
CCOc1ccc(NC(=O)c2ccccc2OC)cc1	-1.6	-0.1	5.0	3.1	-2.3	8.0	5.0	2.0	1.7	0.8	-0.8
Cc1ccc(NC(=O)C2CCN(S(=O)(=O)c3c(C)n[nH]c3C)CC2)nc1	-1.0	0.0	1.0	-1.3	5.7	-0.1	1.1	-0.2	-0.6	-1.9	8.8
CCCOC(=O)Nc1cc(OC)ccc1[N+](=O)[O-]	1.3	6.1	2.3	2.7	1.3	5.3	0.8	0.3	4.7*	-0.5	3.1
CN(Cc1ccc(F)cc1)C(=O)c1ccc2c(c1)NC(=O)CS2	-0.2	10.3	-0.3	1.2	0.3	-0.4	-1.4	1.7	3.7	-1.5	-0.1
O=C(CSc1ccccn1)N1CCOCC1	4.7	9.6	0.2	0.1	7.0	3.2	1.4	-0.1	1.5	-1.3	3.4
CC(C)[C@H](NS(=O)(=O)c1ccccc1)C(=O)OCC(=O)NC(=O)NC1CCCCC1	-0.6	-9.8	0.0	-0.5	-1.8	0.6	-3.3	-0.6	1.0	-0.8	-12.5
O=C(OCc1nc2ccccc2[n+]([O-])c1C(=O)c1ccccc1)c1ccco1	-0.7	-4.0	0.3	-0.4	0.9	0.1	-1.8	-0.1	1.5	-1.2	-4.6
CN(C)C(=O)CCc1ccc2c3c([nH]c2c1)[C@]1(CCc2ccccc2)[C@@H](C(=O)N2CCCCC2)C[C@H](CC(=O)NC(C)(C)C)C(=O)N1CC3	4.0	4.1	-2.2	-5.3	-0.2	-4.5	-4.7	1.8	-1.7	-0.7	-17.8
C(=N\Nc1nc(-c2ccccc2)cs1)/c1cccnc1	10.3	-0.4	2.1	1.4	-2.5	4.9	1.1	1.2	0.3	-0.9	4.8
Cc1cc(N2CCOCC2)n2nc(C)c(-c3ccccc3)c2n1	-1.2	0.8	3.0	4.5	4.9	-2.5	3.1	-0.5	-0.6	-1.5	4.6
COc1ccccc1Oc1ccc(-c2cnc3ccccc3n2)cc1[N+](=O)[O-]	-4.8	0.8	1.7	-1.4	-0.1	3.4	0.6	0.3	.	-0.7	-4.0
O=C1NC(=O)N(Cc2ccccc2F)C1=O	4.6	-0.6	-1.8	1.4	3.1	1.4	-0.7	0.6	0.3	-0.8	9.0
CC(C)(C)OC(=O)N1CCC[C@H]1C(=O)OCC(=O)Nc1cc(S(C)(=O)=O)ccc1Cl	0.3	-2.2	-0.5	0.3	3.6	3.1	-1.7	-0.4	1.8	-1.3	2.0
CC1CC(C(F)(F)F)n2ncnc2N1 (stereo unspecified)	1.4	-4.9	-0.9	0.2	0.5	-1.7	-2.5	-0.2	1.1	-1.5	3.3
Cc1[nH]nc(-c2ccc(OCc3cnn(-c4ccccc4)c3)cc2O)c1Oc1ccc(Cl)cc1	-2.3	-10.7	-0.4	-1.2	-0.1	-1.8	-3.3	-0.5	2.0	-1.0	8.0
Cc1cc(Cl)c(S(=O)(=O)N2CC(C)OC(C)C2)cc1OCC(N)=O (stereo unspecified)	1.2	8.7	-0.2	-0.8	1.0	-2.2	0.9	-0.4	-1.4	-1.1	6.1
COCCN1C(=O)c2ccccc2C(C(=O)NCCCN2CCCC2=O)C1c1c[nH]c2ccccc12 (stereo unspecified)	-2.2	3.4	0.3	3.6	6.0	2.2	-0.1	-0.3	-0.4	-0.4	-0.2
O=C(O)CCCC(=O)Nc1ccccc1C(=O)N1CCCC1	3.0	-1.6	-1.0	-1.9	6.7	-1.6	0.8	0.5	-1.1	-1.2	-3.1
Cn1nnnc1SCCNCc1ccncc1	2.5	3.9	-1.2	-0.9	2.8	2.6	3.9	0.7	-0.2	-1.5	4.5
O=C(CSc1nnc(-c2ccncc2)o1)Nc1ccccc1C(F)(F)F	2.0	-3.0	0.3	-1.4	1.0	0.6	-2.4	-0.3	0.3	-1.2	0.2
COc1cc2ccccc2cc1C(=O)NC(=S)Nc1cc(C(=O)O)ccc1C	1.7	-7.0	-2.2	1.6	0.1	-5.2	-2.4	0.5	0.5	-0.7	3.4
COc1ccc(-c2csc(-n3ncc(-c4cccs4)c3N)n2)cc1	0.2	2.7	-1.3	-1.1	-3.8	0.4	-4.9	0.0	0.8	-2.2	2.5
CC(=O)c1sc(NC(=O)C2CCCN2S(=O)(=O)c2ccccc2F)nc1C (stereo unspecified)	-1.2	0.9	1.1	2.3	0.6	1.8	2.5	1.7	2.4	-0.5	7.2
O=C(CN1CCOCC1)Nc1ccc(NC(=O)c2ccccc2F)cc1	2.8	0.7	-2.0	0.3	-4.4	0.8	-0.4	0.4	0.4	-1.7	0.2

# Assay outcomes (PubChem)
